Screening data (PubChem)
L major viab: reduces viability of Leishmania major promastigotes; resazurin fluorescence viability; inhibition, % at 10 µM; 9% of 200,000 active; AID 1063; in the data active = inhibition above about 50%;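 also: promastigotes grown with compound for 44 hours at 28 °C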
TNAP act hi DEA: increases human TNAP activity under high phosphate acceptor concentration. purified TNAP, CDP-star luminescence, 1 M DEA, 30 min; hits give high values; 0 = EDTA background, 1 = DMSO-only activity. activation factor at 20 µM. 200,000 tested, under 10 active;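 active = activation factor at least 2 at 20 µM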
Target sequence (P05186 whole entry, looked up): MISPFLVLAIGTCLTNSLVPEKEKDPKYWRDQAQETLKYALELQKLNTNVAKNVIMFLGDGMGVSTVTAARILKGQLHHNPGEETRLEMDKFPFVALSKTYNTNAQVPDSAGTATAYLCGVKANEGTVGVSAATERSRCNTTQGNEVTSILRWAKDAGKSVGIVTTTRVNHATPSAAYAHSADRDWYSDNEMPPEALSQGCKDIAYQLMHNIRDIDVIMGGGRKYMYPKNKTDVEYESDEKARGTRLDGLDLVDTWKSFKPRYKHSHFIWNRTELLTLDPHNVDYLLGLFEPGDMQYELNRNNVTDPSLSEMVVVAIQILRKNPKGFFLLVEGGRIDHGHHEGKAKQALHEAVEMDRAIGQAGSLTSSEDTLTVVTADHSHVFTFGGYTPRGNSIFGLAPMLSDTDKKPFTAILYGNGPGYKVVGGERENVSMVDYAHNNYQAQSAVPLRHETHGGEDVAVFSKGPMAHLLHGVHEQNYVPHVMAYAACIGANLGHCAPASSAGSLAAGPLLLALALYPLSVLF
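Assay system: human TNAP; Input: enzyme diluted 1/800 final; Reagent: CDP-star luminogenic substrate at 100 µM final; Timing: 30 min, room temperature; Signal: luminescence; Evaluation: TNAP activation factor scaled between EDTA and DMSO control wells.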
TNAP inh hi DEA: TNAP (human) inhibition, high acceptor | P05186 | purified TNAP, CDP-star luminescence, 1 M DEA | inhibition, % at 20 µM | 0.03% of 200,000 active;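 active = over 50% inhibition of tissue-nonspecific alkaline phosphatase at 20 µM in the single-dose screen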;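 also: plate controls were DMSO wells for no effect and EDTA-quenched wells as full inhibition for full effect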
RAM network inh: blocks the yeast RAM network | AID 868 | inhibition, % at 50 µM | 1.8% of 190,000 active | S. cerevisiae dse1pr::URA3 reporter, 5-FOA growth OD615, 2 d; analog-sensitive cbk1-as2 kinase mutant strain;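 active = inhibition above a set limit, 3 SD over mean compound inhibition, cut at about 8.4% in these data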;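 also: 0% = DMSO-only wells with no growth and 100% = 10 µM 1-NA-PP1 full growth; inhibition rescues growth on 5-FOA so higher OD means more RAM inhibition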
TNAP inh no acc: TNAP (human) inhibition, acceptor-free conditions; 0.26% of 200,000 active; inhibition, % at 20 µM; AID 1012; purified TNAP, CDP-star luminescence, 30 min;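 active = tissue-nonspecific alkaline phosphatase inhibition above about 50% at 20 µM in the single-dose screen, limit read from the data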;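 also: 0% = DMSO negative control and 100% = EDTA positive control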
bIAP inh: intestinal alkaline phosphatase (bovine) inhibition; purified bovine IAP, CDP-star luminescence, 30 min; 190,000 tested, under 10 active; inhibition, % at 20 µM;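 active = over 50% inhibition of intestinal alkaline phosphatase at 20 µM in the single-dose screen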
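System: Purified bovine intestinal alkaline phosphatase (IAP) enzyme | Input: IAP diluted 1/65,000,000 in the well | Also added: CDP-star chemiluminescent phosphatase substrate, 30 µM final | Dosing: 20 µM single dose | Times: Enzyme reaction for 30 min at room temperature | Detection: Luminescence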
APP transl inh: APP translation inhibition; SH-SY5Y APP 5'UTR-luciferase reporter, luminescence; inhibition, % at 2 µM; 0.82% of 190,000 active; AID 1285;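 active = inhibition above a set limit, derived from the sample mean plus 3 SD, cut at about 45% in these data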; also: values of inactives mirror those of a sister screen read the other way
FLuc inh counter: Photinus pyralis luciferase inhibition counter-screen; P08659; ATPLite firefly luciferase biochemical luminescence, 10 min; inhibition, % at 10 µM; 1.5% of 200,000 active;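 active = inhibition above about 50% when tested at 10 µM, limit read from the data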
Target sequence (P08659 whole entry, looked up): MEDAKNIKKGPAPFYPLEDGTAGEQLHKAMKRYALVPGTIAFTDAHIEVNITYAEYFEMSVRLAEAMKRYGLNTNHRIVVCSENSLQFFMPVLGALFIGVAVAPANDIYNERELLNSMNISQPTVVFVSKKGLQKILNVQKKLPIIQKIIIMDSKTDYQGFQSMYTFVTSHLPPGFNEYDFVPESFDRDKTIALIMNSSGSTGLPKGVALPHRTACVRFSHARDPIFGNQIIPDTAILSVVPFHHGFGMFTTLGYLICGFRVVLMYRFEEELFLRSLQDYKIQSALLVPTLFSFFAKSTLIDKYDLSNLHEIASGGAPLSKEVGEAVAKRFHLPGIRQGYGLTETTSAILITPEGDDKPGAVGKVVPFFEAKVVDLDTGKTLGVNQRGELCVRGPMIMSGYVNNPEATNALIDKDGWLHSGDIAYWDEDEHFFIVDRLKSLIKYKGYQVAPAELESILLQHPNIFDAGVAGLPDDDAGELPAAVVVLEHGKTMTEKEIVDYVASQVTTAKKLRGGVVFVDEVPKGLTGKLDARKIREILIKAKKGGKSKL
bIAP activator: intestinal alkaline phosphatase (bovine) activation | 0.17% of 200,000 active | purified bovine IAP, CDP-star luminescence, 30 min; hits give high values; fold of DMSO-control signal, blank-subtracted | activation factor at 20 µM;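 active = activation factor of 2 or more at 20 µM, a signal rise over negative controls twice the positive control's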
FLuc stim CS: firefly luciferase counter-screen for stimulation assays; 200,000 tested, under 10 active; P08659; activation factor at 10 µM; ATPlite luciferase biochemical, luminescence, 10 min; 0 = ATP-free wells, 1 = DMSO control;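 active = luciferase activation factor, scaled between plate controls, of at least 2 with compound at 10 µM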
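Assay system: Luciferase/luciferin reagent mix; Medium: PBS as buffer for the ATP substrate; Dosing: test compounds dosed from 2 mM stocks in 100% DMSO; Times: 10 min, room temperature; Signal: luminescence from luciferase reaction; Read-out: luciferase activation; Controls: No-ATP low control, compound-free enzyme-plus-ATP high control.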
Numbers without * were called inactive; . = not tested or not shown.

SMILES	L major viab	TNAP act hi DEA	TNAP inh hi DEA	RAM network inh	TNAP inh no acc	bIAP inh	APP transl inh	FLuc inh counter	bIAP activator	FLuc stim CS
O=S(=O)(c1ccc(S(=O)(=O)N2CCCC3(CCCCC3)C2)cc1)N1CCCCC1	-5	1.1	-6	0.5	-6	2	3	-8	1	1.1
Cc1ccc(C(=O)N/C(=C\c2ccccc2F)c2nc(=S)[nH][nH]2)cc1	45	1	4	2.9	11	10	14	-2	0.9	1
COc1cc(OC)cc(C(C)=O)c1	-2	1	-2	3.4	-8	-1	1	-3	1	1
CCOC(=O)c1cc(-c2ccccc2)n(CCC(=O)N2CCN(c3ccccc3OC)CC2)c1C	16	1.1	-6	0.7	-6	-6	-2	-2	1.1	1
CC(C)(C)c1ccc(/C=N/OCC(=O)NCc2ccc(F)cc2)cc1	-2	1	-3	5.3	-1	9	-1	4	0.9	1
COc1ccc(CNC(=O)CSc2nnc3c(Cl)cc(C(F)(F)F)cn23)cc1OC	-7	1	-1	1.3	-8	7	-7	-6	0.9	1.1
CCC(CC)c1nnc(NC(=O)c2ccc(S(=O)(=O)N3CCc4ccccc4C3)cc2)s1	-5	1	3	5.5	-9	5	-6	0	0.9	1
CCOC(=O)c1ccc(NC(=O)NS(=O)(=O)c2ccc(C)cc2)cc1	-5	1	-1	2.5	0	13	-10	0	0.9	1
CC(C)OC(=O)c1ccc(COC(=O)c2cccc(-c3nnc(-c4ccccc4)o3)c2)cc1	-4	1	3	13*	-10	-11	-35	-4	1.1	1
Oc1oc(-c2ccccc2)nc1C=Nc1cccc2ccccc12	-8	1	1	5.0	6	40	6	-7	0.6	1.1
COC(=O)/C=C/C(=O)Nc1cccnc1	3	1	-2	2.0	-8	5	-13	-4	1	1
Cc1ccccc1-c1nc(S(=O)(=O)c2ccc(Br)cc2)c(NCc2cccnc2)o1	13	1.1	-6	-0.7	7	-3	-15	-13	1	1.1
CCN(CC)S(=O)(=O)c1ccc(C)c(NC(=S)N2CCN(C/C=C/c3ccccc3)CC2)c1	60*	1	-1	1.6	-12	-14	-2	-4	1.1	1
Cc1ccc(N=C2S/C(=C\c3cn(CC(=O)O)c4ccccc34)C(=O)N2C)cc1	-5	1	2	6.1	2	6	-6	-5	0.9	1.1
Cc1ccc(S(=O)(=O)N2CC(O)C[C@H]2C(=O)OCC(=O)c2ccccc2)cc1 (stereo not given in full)	-3	1	-4	1.9	-4	4	2	-7	1	1.1
CCN1C(=O)/C(=c2\o/c(=C3\C=Cc4ccccc4N3CC)c(=O)n2CC)SC1=S	-1	0.8	17	1.5	5	38	10	2	0.6	1
COc1ccccc1N1CCN(C(=O)c2ccc(CSc3ccccc3)cc2)CC1	6	1	-2	9.8*	-10	2	-2	-1	1	1
Cc1c(C(=O)Nc2c(C)n(C)n(-c3ccccc3)c2=O)oc2ccccc12	7	1	0	-0.2	-7	10	-12	-4	0.9	1
C#Cc1ccc([C@H]2C=C(C(=O)N3CCOCC3)O[C@@H](OCc3ccc(CO)cc3)C2)cc1	-6	1.1	-9	1.4	-12	-2	2	-4	1	1
COc1ccc(N(CC(=O)Nc2ccc(S(=O)(=O)N3CCCCC3)cc2)S(C)(=O)=O)cc1OC	6	1	0	1.4	6	-9	8	-3	1.1	1
Cc1ccc(CNC(=O)c2ccc3c(=O)n(CC4CCCO4)c(=S)[nH]c3c2)cc1 (stereo not given)	3	1	-3	4.3	-6	-2	-30	-4	1	1
Cc1ccc(-c2c3c(=O)n(C)c(=O)n(C)c3cn2-n2cnnc2)cc1	-2	1	-4	1.5	-12	9	-6	-5	0.9	1.1
COc1ccc(-n2c(COc3cccc4ccccc34)nnc2SCC#N)cc1	55*	1.1	-6	5.9	-11	3	-12	-9	1	1.1
O=C(NCCNC(=O)c1cc(OCC(F)(F)F)ccc1OCC(F)(F)F)Nc1cccc(C(F)(F)F)c1	8	1	-2	5.0	-6	1	13	-7	1	1.1
CCCCNC(=S)N(C)/N=C/c1sc(N2CCCCC2)nc1-c1cccs1	96*	1.1	-6	9.9*	-3	1	-11	28	1	0.7
Cc1cccc(C)c1NC(=O)C(c1cccc([N+](=O)[O-])c1)N(C)C(=O)c1ccccn1 (stereo not given)	1	1	0	-0.9	-6	-6	-20	6	1.1	0.9
CCN(CC)CP(=O)(c1ccccc1)c1ccccc1	4	1	-4	1.2	-10	6	4	-7	0.9	1.1
CCOc1cccc(C(=O)Nc2nc(-c3ccc(S(=O)(=O)N4CCOCC4)cc3)cs2)c1	6	1	-2	5.1	-6	12	4	0	0.9	1
CCCOc1ccc(-c2csc(NC(=O)CN3C(=O)CCC3=O)n2)cc1	-6	1	-1	4.5	-8	-1	-7	-2	1	1
Cc1cc(NS(=O)(=O)c2ccc(NS(=O)(=O)c3ccc(CC(C)C)cc3)cc2)nc(C)n1	-9	1	-3	-0.1	-7	6	-14	-1	0.9	1
O=C(COc1ccc(C(=S)N2CCC(Cc3ccccc3)CC2)cc1)N1CCOCC1	-1	1	-5	4.0	-16	-6	2	-3	1.1	1
O=C(CCN1CCCCCC1)Nc1cccc(Cl)c1	36	1.1	-9	1.7	-2	15	1	-12	0.8	1.1
COC(=O)C(Cc1ccccc1)P(=O)(c1ccccc1)c1ccccc1 (stereo not given)	3	1	-2	0.1	-2	1	0	-3	1	1
COCCN1C(=O)Cc2c1nc(N)c1c(N)nc(N3CCN(c4ccc(F)cc4)CC3)c(C#N)c21	-7	0.9	6	2.3	-6	-1	-17	-7	1	1.1
COc1cccc(Cn2cnc3c(NS(=O)(=O)c4cccc(Cl)c4Cl)c(C)c(C)cc32)c1	40	1	2	0.2	-4	-20	-3	-8	1.2	1.1
COc1cccc(CNS(=O)(=O)c2cn(C)cn2)c1	-4	1.1	-7	4.0	-10	1	-2	0	1	1
NC(=O)COC(=O)c1ccc(Cl)c(S(=O)(=O)N2CCCCCC2)c1	-4	1.1	-7	3.1	-12	-1	5	-7	1	1.1
Cc1c(Br)c([N+](=O)[O-])nn1CC(=O)Nc1c(C)n(C)n(-c2ccccc2)c1=O	23	1	1	2.3	11	-5	2	-11	1	1.1
O=C(C1CC(c2ccccc2O)=NO1)N1CCc2ccccc2C1 (stereo not given)	1	1	-5	1.3	-2	10	10	-6	0.9	1.1
Cc1ccc(O)c(NC(=O)CSc2ccc(Cl)cc2)c1	1	1	-3	2.1	-11	3	-17	2	1	1
O=C(NCc1ccccc1)c1ccc(Br)cc1	1	1	-3	1.2	-6	6	-22	-8	0.9	1.1
CC(=O)c1cccc(S(=O)(=O)NCCC(=O)O)c1	-1	1	-5	-0.2	-6	2	-8	-8	1	1.1
COc1ccc(COc2cc(-c3cccc(OC)c3)nc3ccc(NC(=O)c4ccc(Cl)cc4)cc23)cc1	7	1	-4	8.4*	-2	10	-7	-8	0.9	1.1
CC1CCC(NC(=O)CN2CCC(n3nnc4cc(F)ccc43)CC2)CC1 (stereo not given)	4	1	-3	0.3	-2	2	-20	-5	1	1.1
COc1ccc(C(=O)/C=C/Nc2ccc(C)cn2)cc1OC	-1	1	-1	1.9	-12	-7	-145	32	1.1	0.7
COc1ccc(Cl)cc1NC(=S)N(Cc1ccc(C(=O)O)cc1)Cc1ccc(OC)c(OC)c1	-4	1.1	-5	4.7	-4	-16	5	-2	1.2	1
CCOC(=O)N1CCC(NC(=O)C2CCCN(S(=O)(=O)c3cccc4nsnc34)C2)CC1 (stereo not given)	-7	1	-1	0.8	11	0	4	-2	1	1
Cc1cc2cc(CNC(=O)c3cc4ccccc4o3)ccc2n1C	14	1	2	5.2	-8	9	5	1	0.9	1
CC(=O)Oc1c(Cl)cc(Cl)cc1/C=C/c1ccc2ccccc2n1	8	1	-2	0.6	-11	14	-2	-6	0.9	1.1
Cc1ccc(C(=O)N/N=C2\CCSC2)cc1[N+](=O)[O-]	-10	1	4	0.5	0	-7	11	-3	1.1	1
The list goes on:
SMILES	L major viab	TNAP act hi DEA	TNAP inh hi DEA	RAM network inh	TNAP inh no acc	bIAP inh	APP transl inh	FLuc inh counter	bIAP activator	FLuc stim CS
N/C(=N\OS(=O)(=O)c1ccc(Cl)cc1)c1cccnc1	-7	1	2	0.4	-8	-2	-7	-2	1	1
COc1ccc(-c2cc(C(=O)N3CCN(C(c4ccccc4)c4ccccc4)CC3)no2)cc1	3	1	2	6.6	-2	-4	.	0	1	1
Fc1ccc(CNC(=S)NC2CCCCCC2)cc1	17	1	-5	0.5	-8	35	-23	-8	0.6	1.1
COC(=O)c1oc2ccc(OC)cc2c1N	-10	1	0	0.1	-9	1	-22	38	1	0.6
Nc1ccc2c(c1)OC1(CCCCC1)O2	0	1	-3	-1.1	-14	12	-22	-2	0.9	1
C=CCn1c(=S)[nH]c2sccc2c1=O	0	1	-4	0.1	0	-11	4	4	1.1	1
COC(=O)C1=C(C)NC(=O)/C1=C\c1cc(C)n(-c2cc(C)cc(C)c2)c1C	20	1	-3	5.0	-6	39	.	-4	0.6	1
Cc1cc(-c2ccccc2)n2ncc(-c3ccccc3)c2n1	21	1	-1	4.5	3	-1	-166	85*	1	0.1
CS(=O)(=O)c1cnc2c(S(=O)(=O)c3ccccc3)cnn2c1N	-3	1	-2	1.3	-7	4	-9	-4	1	1
COc1ccc(C(=O)NCCc2nnc(SCC(=O)Nc3ccccc3F)n2C)cc1	-5	1	3	0.4	0	-18	-1	12	1.2	0.9
COc1cccc(NC(=O)/C=C/c2ccco2)c1	1	1.1	-5	-0.4	-14	8	-74	45	0.9	0.6
O=C(Nc1cccn(Cc2cccc(F)c2)c1=O)NC1CCCCC1	83*	1	-2	0.5	-5	-5	8	3	1.1	1
CCOC(=O)c1c(NC(=O)/C=C/c2ccco2)sc(C)c1C	-6	1.1	-6	3.9	1	6	15	-7	0.9	1.1
CCc1ccc(-c2cc(N)n(-c3ccccc3)n2)cc1	0	1	-4	1.8	-19	24	-242	82*	0.8	0.2
CCOC(=O)C1CCCN(Cc2ccc(O)c(OC)c2)C1 (stereo not given)	-2	1	-4	-0.8	-9	5	-15	-7	0.9	1.1
Cc1nn(-c2ccccc2)c(C)c1C(=O)OC/C(O)=C(\C#N)c1nc2ccccc2[nH]1	-13	1.1	-8	-0.3	-6	-14	0	-6	1.1	1.1
COC(=O)c1nc(NC(=O)c2ccc(F)cc2)n[nH]1	-2	1	-1	1.0	-18	9	-5	0	0.9	1

Another view of 2 compounds above:
Values in the order – L major viab, TNAP act hi DEA, TNAP inh hi DEA, RAM network inh, TNAP inh no acc, bIAP inh, APP transl inh, FLuc inh counter, bIAP activator, FLuc stim CS
COCCN1C(=O)Cc2c1nc(N)c1c(N)nc(N3CCN(c4ccc(F)cc4)CC3)c(C#N)c21
    -7, 0.9, 6, 2.3, -6, -1, -17, -7, 1, 1.1
COC(=O)c1nc(NC(=O)c2ccc(F)cc2)n[nH]1
    -2, 1, -1, 1.0, -18, 9, -5, 0, 0.9, 1

An excerpt from above in order of their number in TNAP inh hi DEA, highest first:
Compound | TNAP inh hi DEA
COC(=O)c1nc(NC(=O)c2ccc(F)cc2)n[nH]1 | -1
CCOC(=O)C1CCCN(Cc2ccc(O)c(OC)c2)C1 (stereo not given) | -4
CCOC(=O)c1c(NC(=O)/C=C/c2ccco2)sc(C)c1C | -6
Cc1nn(-c2ccccc2)c(C)c1C(=O)OC/C(O)=C(\C#N)c1nc2ccccc2[nH]1 | -8
